# Rv3671c protease – inhibits the M. tuberculosis serine protease Rv3671c. AID 2606. actives 0.048% (n = 320,000). inhibition, % at 5.96 µM; in the data active means inhibition above about 38%;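 further: extracellular domain of Rv3671c used as enzyme; 0% = enzyme with DMSO and 100% = no enzyme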
# Target sequence (P9WHR9 whole entry, looked up, the tested form may be a part): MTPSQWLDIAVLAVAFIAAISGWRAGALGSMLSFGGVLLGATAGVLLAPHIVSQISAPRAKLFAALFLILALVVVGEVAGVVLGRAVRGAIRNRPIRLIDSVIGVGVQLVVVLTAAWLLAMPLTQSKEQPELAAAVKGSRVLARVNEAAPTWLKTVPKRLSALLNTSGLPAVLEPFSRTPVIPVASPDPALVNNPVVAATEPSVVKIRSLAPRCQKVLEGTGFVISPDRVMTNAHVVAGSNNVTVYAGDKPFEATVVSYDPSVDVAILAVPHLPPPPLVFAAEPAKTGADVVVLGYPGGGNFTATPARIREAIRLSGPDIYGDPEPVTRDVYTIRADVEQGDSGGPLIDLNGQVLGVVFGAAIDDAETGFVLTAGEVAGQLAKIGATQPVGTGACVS
# PfHsp40 yeast – compounds rescuing yeast from Plasmodium falciparum HSP40 toxicity | S. cerevisiae expressing PfHsp40, growth rescue, ATP luminescence | growth rescue, % at 12.5 µM | AID 504582 | actives 0.68% (n = 340,000); in the data active means growth rescue above about 28%, passing the limit was not always enough; inconclusive means no clear call, values can overlap the other calls;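 further: yeast W303a lacking pdr1 and pdr3 grown in galactose medium; growth measured after three days at 30 °C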
# Anthrax LF prot – inhibitors of Bacillus anthracis lethal factor protease; P15917; actives 0.12% (n = 360,000); AID 588501; inhibition, % at 10 µM; multiplex microsphere protease cleavage assay, LF; in the data active means inhibition above about 30%; inconclusive means no clear call, values can overlap the other calls; further: plate controls were buffer without enzyme for full effect and enzyme alone for no effect
# Y pestis TopoI – Y. pestis Topo-I inhibition via cleavage products; activity, % at 10 µM; Y. pestis Topo-I cleavage product accumulation, plate reader; actives 0.064% (n = 360,000); in the data active means activity above about 50%, passing the limit was not always enough; inconclusive means no clear call, values can overlap the other calls; further: inactives centre near 2
# DUSP3 inh – blocks human VHR1 dual specificity phosphatase; P51452; recombinant VHR phosphatase, pNPP absorbance; inhibition, % at 13.3 µM; actives 0.52% (n = 290,000); AID 1654; in the data active means inhibition above about 50%; further: some compounds called inactive have numbers as strong as hits
# Target sequence (P51452 whole entry, looked up): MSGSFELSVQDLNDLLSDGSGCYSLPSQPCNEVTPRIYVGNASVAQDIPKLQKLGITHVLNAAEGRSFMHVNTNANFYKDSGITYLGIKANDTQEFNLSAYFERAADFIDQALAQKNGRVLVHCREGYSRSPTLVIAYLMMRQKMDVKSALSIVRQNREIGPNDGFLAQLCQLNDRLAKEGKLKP
# SSB-PriA inh – inhibitors of Klebsiella pneumoniae PriA binding to SSB C-terminal tail; inhibition, % at 33 µM; AlphaScreen SSBct-PriA binding, biotinylated peptide; actives 0.6% (n = 430,000); in the data active means inhibition mostly above about 37%, no sharp cut-off; inactive means mostly below about 20%;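 further: plate controls were negative control peptide for no effect and reference peptide for full effect; strong numbers were not always called active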
# MazF activator – increases E. coli MazEF RNase cleavage of RNA; P0AE70; FAM/BHQ RNA-DNA oligo cleavage fluorescence, 5 h; activation, % at 20 µM; actives 0.32% (n = 350,000); AID 504720; in the data active means activation above about 50%
# Target sequence (P0AE70 whole entry, looked up): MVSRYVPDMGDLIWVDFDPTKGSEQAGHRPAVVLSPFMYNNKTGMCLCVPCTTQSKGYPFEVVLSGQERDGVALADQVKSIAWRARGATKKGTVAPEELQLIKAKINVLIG
# TcdB GH inh – blocks C. difficile toxin B glycohydrolase activity. P18177. TcdB glycohydrolase enzymatic assay, plate reader. AID 652162. actives 0.24% (n = 350,000). inhibition, % at 9.99 µM; in the data active means inhibition above about 10%
# 3CLpro inhibitor – SARS-CoV 3CLpro protease inhibition; actives 0.14% (n = 290,000); inhibition, % at 6 µM; AID 1706; recombinant SARS-CoV 3CLpro, quenched FRET peptide cleavage; P0C6X7; in the data active means inhibition above about 12%
# Vc quorum ag – inducers of Vibrio cholerae quorum light production without autoinducers | V. cholerae BH1578 lux reporter, luminescence, 6 h | activation, % at 18.7 µM | actives 0.16% (n = 350,000) | AID 588436; in the data active means activation mostly above about 9.7%, no sharp cut-off; inconclusive means no clear call, values can overlap the other calls; inactive means mostly below about 3.7%; further: not every result past the cut was called active; inactives centre near 0; reference of the scale not given here
# Starred values were filed as active, the others as inactive; i = inactive; ? = inconclusive; nt = not tested or not shown; & = joins results of further samples. Only part of the results is shown (hit frequency here may not be typical).
molecule	TcdB GH inh	MazF activator	3CLpro inhibitor	PfHsp40 yeast	Rv3671c protease	Vc quorum ag	Anthrax LF prot	DUSP3 inh	SSB-PriA inh	Y pestis TopoI
NC(=O)C(=O)N/N=C/c1c[nH]c2ccc(Br)cc12	0.9	4	3	0.8	-5	-0.4	-1	33	nt	-16
Cc1ncc(CN2CCCC(C(=O)c3cccc(Cl)c3)C2)s1 (stereo unspecified)	1.8	-3	-1	0.6	-7	-0.3	3	20	-5	-4
Cc1cc(N2CCCC2)nc(SCC(=O)c2ccccc2)n1	nt	-2	2	-1.5	-4	i	0	0	12	18
CN(C(=O)COC(=O)CN1C(=O)c2ccccc2C1=O)c1c(N)n(Cc2ccccc2)c(=O)[nH]c1=O	-0.5	-1	nt	-0.4	-12	4.2	1	nt	-5	6
N#CC(C#N)=NNc1ccc(S(=O)(=O)N2CCCC2)cc1	nt	3	0	-2.0	10	-0.2	2	-1	7	-5
Cc1cccc(C)c1NC(=O)C(=O)NCC1CCCN1S(=O)(=O)c1ccccc1 (stereo unspecified)	0.6	-4	nt	0.7	-6	i	-4	nt	0	2
C/C(Cl)=C/CN1C(=O)C2C3C=CC(C3)C2C1=O (stereo unspecified)	nt	1	0	-0.9	-2	-0.4	nt	3	-7	10
COc1ccc(NC(=O)COC(=O)C2CCCN2C(=O)OC(C)(C)C)cc1Cl (stereo unspecified)	0.9	7	nt	nt	nt	i	-1	nt	nt	-11
CCOc1ccc(NC(=O)N(C2CCCCC2)C2CCN(C(C)=O)CC2)cc1	0.4	-2	3	-1.0	-1	-0.2	0	nt	-7	6
Cc1ccc(SCCN2CCC(C)CCC2=O)cc1 (stereo unspecified)	0.4	1	-2	0.4	0	1.0	4	9	-10	12
Cc1cc(C)nc(SCc2ccc(C(=O)O)o2)n1	nt	11	-3	0.4	-3	2.6	-8	22	-15	6
O=C(Cc1ccccc1)N/N=C/c1cc(Br)cc(Br)c1O	1.7	-7	9	-0.4	6	-7.7	-1	nt	nt	-1
CCC(NC(=O)c1cc(COc2ccc(OC)cc2Cl)on1)c1ccncc1 (stereo unspecified)	-3.4	4	-4	0.3	4	i	8	18	-8	17
Cc1cc(C)c2c(N)c(C(=O)c3cccc(Cl)c3)sc2n1	2.0	7	6	0.0	3	-0.8	-4	19	-12	-8
COCCCNC(=O)c1cccc(C(=O)NCCCOC)c1	nt	1	-1	-2.0	-2	-1.8	1	10	-14	4

# Next entries follow:
molecule	TcdB GH inh	MazF activator	3CLpro inhibitor	PfHsp40 yeast	Rv3671c protease	Vc quorum ag	Anthrax LF prot	DUSP3 inh	SSB-PriA inh	Y pestis TopoI
Cc1ccc(NC(=O)c2cc(-c3cc(Cl)ccc3C)n[nH]2)cc1NS(C)(=O)=O	-0.1	nt	nt	nt	nt	-0.4	-8	nt	nt	2
COc1ccc(-c2oc3cccnc3c2C#CCO)cc1	nt	9	-4	2.8	-8	i	-3	36	-4	20
CCn1c(=O)cc(OCC(=O)NCCCN2CC(C)CC(C)C2)c2ccccc21 (stereo unspecified)	nt	11	5	-0.7	3	-0.3	-23	9	-4	5
Oc1c(C(Nc2nccs2)c2ccc(C(F)(F)F)cc2)ccc2cccnc12 (stereo unspecified)	-1.6	-6	2	84*	nt	-0.8	6	20	9	0
O=C(O)Cn1nncc1-c1ccc(C(F)(F)F)cc1	-0.6	nt	nt	nt	nt	-0.3	-3	nt	nt	-8
Cc1cc2n(n1)SC(Nc1cc(Cl)ccc1Cl)N2 (stereo unspecified)	nt	-14	3	1.5	-14	i	-6	13	-3	0
Cc1ccc(NC(=O)c2ccc3nsnc3c2)c(C)c1	-0.6	1	7	0.2	-8	-2.0	0	-8	-24	-2
CC(C)OC(=O)C(C)(C)Oc1ccc(C(=O)c2ccc(Cl)cc2)cc1	2.7	-3	-2	3.2	-6	i	-3	16	-30	53*
Cc1cc([N+](=O)[O-])nn1CCCC(=O)N1CCN(c2ccccc2)CC1	-0.1	-1	-1	0.8	1	-3.0	2	-10	-2	-9
CCOc1ccc(-c2nc(N)ncc2Oc2cccc(OC)c2)c(O)c1	nt	5	2	-0.3	-2	-0.2	-5	-16	24	-2
Clc1ccccc1-c1cc2nc(NCc3ccco3)ccn2n1	0.2	nt	nt	nt	nt	-0.6	-6	nt	nt	6
CCCOc1ccc(C(=O)NNC(=S)NC(=O)c2cc(-c3ccccc3)nc3ccccc23)cc1	nt	-1	6	-1.4	3	-0.3	0	16	-12	-7
COc1ccc(-c2cc(NC=O)c3ncc(-c4cc(OC)c(OC)c(OC)c4)n3c2)cc1	0.1	nt	nt	nt	nt	i	3	nt	nt	0
N/C(=N\c1nc(CSc2ccccn2)cc(=O)[nH]1)Nc1ccc(Cl)cc1Cl	0.1	36	0	1.3	-1	i	1	17	nt	4
C=CCSC1=C(C#N)C(c2ccc(OCC)cc2)CC(=O)N1 (stereo unspecified)	0.1	3	-3	0.3	-9	-0.1	-6	12	-4	5

# Next part.
molecule	TcdB GH inh	MazF activator	3CLpro inhibitor	PfHsp40 yeast	Rv3671c protease	Vc quorum ag	Anthrax LF prot	DUSP3 inh	SSB-PriA inh	Y pestis TopoI
Cc1onc(-c2ccccc2)c1C(=O)Nc1ccc2c(c1)OCO2	nt	11	2	0.3	-4	0.3	0	6	2	-9
Cc1ccc(OC(=O)C2CSC3(C)CCC(=O)N23)c(Br)c1 (stereo unspecified)	2.5	4	nt	-0.7	12	i	?	nt	4	15
Cc1nnc(NC(=O)CCSc2ccc(Cl)cc2)s1	-0.7	5	-1	-0.6	5	i	0	30	4	-3
CCSc1nnc(N(CCC#N)CCC#N)s1	nt	-3	-2	-1.6	-4	-0.3	-2	20	6	-5
O=C1CCCCCC1C1(O)C(=O)Nc2ccc(Br)cc21 (stereo unspecified)	nt	5	-2	0.4	2	i	-5	23	-20	4
O=C(C[C@H]1C/C=C\CC[C@@H](Cc2ccc(F)cc2)C(=O)O[C@@H](c2ccccc2)CNC1=O)N[C@H](CO)Cc1ccccc1	0.4	0	nt	0.7	4	-0.7	8	nt	-18	26
CCOC(=O)c1sc(NC(=S)NC(=O)c2ccccc2)nc1C	0.6	8	4	-0.9	-1	i	-3	28	-9	-14
COc1cccc(-c2cc3nc(NCc4ccccc4F)n(C)c(=O)c3s2)c1	0.1	nt	nt	nt	nt	-0.6	-2	nt	nt	26
CC(C)N(C(=O)CSc1nnc(NC(=O)c2cccs2)s1)C(C)C	nt	1	1	0.8	1	-0.2	-4	29	3	-1
CCCCCc1nc2ccccc2c(=O)n1-c1ccccc1[N+](=O)[O-]	1.9	-3	-7	0.6	-4	-0.4	1	-2	27	11
OC1C2COC(O2)C2OC(c3ccccc3)OC12 (stereo unspecified)	0.4	nt	nt	nt	nt	-0.1	6	nt	nt	5
COc1cc(F)c(S(=O)(=O)N2CCOc3ccccc32)cc1OC	3.8	-28	-2	0.3	1	i	6	-22	8	4
COCCCN=CC1=C(O)CC(c2ccccc2)CC1=O (stereo unspecified)	0.3	-5	6	0.0	-3	i	12	27	-5	-5
C=CCN(CC=C)C(=O)Nc1cc(OC)ccc1OC	1.6	4	-2	1.5	nt	i	5	17	3	-1
O=C(CN1CCCc2ccccc21)N/N=C/c1ccc(O)cc1O	-1.4	10	0	1.2	15	i	1	0	nt	-5

# Further records follow.
molecule	TcdB GH inh	MazF activator	3CLpro inhibitor	PfHsp40 yeast	Rv3671c protease	Vc quorum ag	Anthrax LF prot	DUSP3 inh	SSB-PriA inh	Y pestis TopoI
Cc1nn(CC2CC2)c(=O)n1-c1ccccc1	1.7	6	-2	-1.1	-4	-3.3	-5	19	-4	-2
COc1ccc2nc(N3CCN(C(=O)c4ccc5ncsc5c4)CC3)sc2c1	0.8	-2	nt	0.3	-11	-1.4	-8	nt	-3	3
COc1ccc(C(O)c2ncc(-c3ccccc3F)[nH]2)cc1 (stereo unspecified)	0.8	nt	nt	nt	nt	-0.8	0	nt	nt	-2
COc1ccccc1/C=N/NC(=O)CNC(=O)c1ccccc1	0.9	8	-2	-1.2	2	-0.5	-4	-7	i	11
Cc1cc(=O)oc2c3c(cc(OCC(=O)NCC(=O)O)c12)OC(C)(C)CC3	0.2	-1	-2	0.3	15	-0.6	0	-1	-1	3
O=C1C(Cl)=C(NCC2CCCO2)C(=O)N1c1ccccc1 (stereo unspecified)	nt	-2	-2	1.9	4	-0.3	-5	1	-12	0
CN1CCN(NC(=O)c2cc(S(=O)(=O)N3CCOCC3)c(Cl)cc2Cl)CC1	nt	-1	1	-0.9	-3	-0.5	1	4	-11	-2
CC(=O)Nc1cccc(C(=O)OC(C)C(=O)Nc2ccc(S(=O)(=O)N3CCCC3)cc2)c1 (stereo unspecified)	-2.2	2	nt	-1.3	1	-3.7	-2	nt	3	2
CCOc1c(Nc2ccccc2O)c(=O)c1=O	-8.4	0	0	-1.2	-5	-0.3	6	10	-3	0
CCOC(=O)CSc1nc(N(C)C)nc(N(C)C#N)n1	nt	-3	-3	-0.7	-8	-1.1	-1	-4	-18	1
C/C(Cl)=C/Cn1c(N2CCCC2)nc2c1c(=O)[nH]c(=O)n2C	-0.1	9	-3	0.5	5	i	7	5	5	0
O=C(CSc1nccc(=O)[nH]1)N1c2ccccc2CCc2ccccc21	-0.1	-3	4	0.4	-4	-0.4	-4	19	-13	0
CC(C)C(NC(=O)c1ccc(F)cc1)C(=O)NCC1CCCO1 (stereo unspecified)	0.4	-19	10	-0.3	8	i	2	10	3	0
c1coc(CNc2ncnc3nc[nH]c23)c1	1.9	3	-1	0.7	-6	-0.2	2	21	-10	-6
O=C(COc1ccccc1Cl)Nc1nc(-c2ccncc2)cs1	2.0	-2	nt	2.9	-6	2.2	1	nt	2&-4	4

# Next section
molecule	TcdB GH inh	MazF activator	3CLpro inhibitor	PfHsp40 yeast	Rv3671c protease	Vc quorum ag	Anthrax LF prot	DUSP3 inh	SSB-PriA inh	Y pestis TopoI
O=C(CN1C(=O)NC2(CCCC2)C1=O)Nc1cc(Cl)ccc1Oc1ccccc1	-0.1	-3	nt	0.2	-1	-0.5	6	nt	4	1
O=C(C1CCN(c2nc(-c3ccccc3)nc3c2CCC3)CC1)N1CCC(O)CC1	1.1	-2	4	1.2	2	-0.1	-4	-6	-7	18
CCOC(=O)c1cc(NC(=O)c2cccnc2)ccn1	-2.9	1	nt	-1.9	3	-0.4	12	nt	-6	4
O=C(Nc1nnc([C@@H]2C[C@H](O)[C@@H](CO)O2)s1)Nc1cccc2ccccc12	0.4	nt	nt	nt	nt	-2.6	-6	nt	nt	-1
CCCn1c(C)cc(C(=O)COC(=O)c2c(C)nn(-c3ccccc3)c2C)c1C	nt	-9	2	2.1	-4	2.8	-7	8	15	-1
COc1ccc(OCc2nnc3n2N=C(c2ccccc2)C(CC(=O)O)S3)cc1 (stereo unspecified)	0.0	-2	-1	-0.1	0	-0.2	-1	1	3	13
Cc1ccc(CNC(=O)c2cn(C3CCCCC3)c(=O)c3c2c2ccccc2n3C)o1	nt	10	4	0.9	-1	-0.3	1	8	2	43
CCCCOc1cccc(C2C(C(=O)c3ccc(C)o3)=C(O)C(=O)N2Cc2ccco2)c1 (stereo unspecified)	0.9	nt	5	-1.3	nt	-0.3	-1	13	nt	26
Cc1nc2c(=O)n(-c3cccc(C(F)(F)F)c3)nc(C)c2s1	0.3	-3	4	-1.2	1	i	16	-1	2	3
COc1ccc(C=O)cc1Cn1c(C)cc(C)c(C#N)c1=O	1.1	-3	1	1.3	-6	-0.6	4	8	1	2
COC(=O)c1ccc(C2C(C(C)=O)=C(C)Nc3ncnn32)cc1 (stereo unspecified)	0.9	-5	0	0.4	-6	nt	-4	-20	-2	1
O=C(NCc1ccc2c(c1)OCO2)c1ccc(CS(=O)Cc2ccc(Cl)cc2)o1 (stereo unspecified)	-0.6	-9	-1	-0.4	-10	i	3	-4	1	21

# Screening data as filed in PubChem BioAssay.
